Bioassay records deposited in PubChem by National Center for Advancing Translational Sciences (NCATS).
USP2a inh = blocks human ubiquitin-specific protease USP2a. O75604. USP2 core, Ub-CHOP2 coupled fluorogenic reporter, 485/531. Potency, µM (highest dose often 38.3 µM), without a hit: top-dose activity change, negative = inhibition, most hits filed as inhibitors. 330,000 compounds, 0.01% hits. AID 463254;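 also: potency is read from the fitted curve at half-maximal effect; plate controls were DMSO wells for no effect and full inhibition by NEM control for full effect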
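Cell-free coupled assay: 10nM USP2 core preincubated 30min RT with compound in Tris-HCl pH 8.0/CaCl2/CHAPS buffer, then 25nM Ub-CHOP2 and 25nM reporter substrate; fluorescence (Ex 485/Em 531) read after 60min RT, normalized to NEM inhibition, concentration-response curves fitted.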
TSG101-PTAP inh = blocks PTAP/TSG101 interaction to inhibit HIV-1 budding; 340,000 tested, under 10 active; Potency, µM (titrated, usually from 115 µM), for inactives: top-dose activity change, negative = inhibition, usual class: inhibitors; AID 493005; Fluorescence polarization, FITC-PTAP peptide / Tsg101 binding; Q99816; active = well fitted inhibition curve with a large enough effect in the main read-out, with a control signal flat, not every such curve was filed as active; inconclusive = small, poorly fitted or top-dose-only effect, or effect the other way, or a change in a side signal; inactive = no such curve, though single readings can be large or run the other way; also: potency is read from the fitted curve at half-maximal effect; % of control where 0% means no effect
Target sequence (Q99816 whole entry, looked up): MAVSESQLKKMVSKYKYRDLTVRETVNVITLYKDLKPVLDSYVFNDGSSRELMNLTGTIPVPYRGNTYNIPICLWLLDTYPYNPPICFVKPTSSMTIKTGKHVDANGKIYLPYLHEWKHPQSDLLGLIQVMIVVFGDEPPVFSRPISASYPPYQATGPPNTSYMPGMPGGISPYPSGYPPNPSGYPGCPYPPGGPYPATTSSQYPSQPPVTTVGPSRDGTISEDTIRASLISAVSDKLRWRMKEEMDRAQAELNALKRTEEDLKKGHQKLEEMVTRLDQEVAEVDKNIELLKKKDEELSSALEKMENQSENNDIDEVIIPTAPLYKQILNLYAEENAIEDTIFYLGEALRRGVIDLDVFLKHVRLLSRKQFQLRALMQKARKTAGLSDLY
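Tsg101 binding domain (10 uM final) was mixed with compound and a FITC-labeled PTAP peptide (50 nM final) in HEPES pH 7.5 buffer with NaCl, Tween 20, EDTA and TCEP; fluorescence polarization was read after 20 min at r.t.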
Eya2 inh = blocks the phosphatase activity of human Eya2; O00167; recombinant Eya2, OMFP fluorescence dephosphorylation (OMFP is methylfluorescein phosphate); Potency, µM (highest dose often 76.9 µM), inactives show top-dose activity, negative = inhibition, actives largely listed as inhibitors; 330,000 compounds, 0.006% hits; AID 488837; also: potency is read from the fitted curve at half-maximal effect; % is scaled to controls: 0 for no effect and ±100 for the full control effect
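Eya2 protein (added as 0.2 uM solution) was preincubated with compound for 10 min at ambient temperature in 50 mM HEPES pH 7.5, 50 mM NaCl, 5 uM MgCl2, 0.05% BSA, 1 mM DTT. OMFP (added at 50 uM) then reacted 10 min; fluorescence read at 485/525 nm.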
TCR activator = activates T cell receptor signaling. Potency, µM (highest dose often 9.22 µM), for inactives: at the highest dose activation of IL-2 secretion, most hits filed as activators. primary human leukocytes, anti-CD3, IL-2 HTRF, 48 h. 330,000 tested, under 10 active. AID 504894; also: % of control where 0% means no effect
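Readout: HTRF IL-2, Eu-cryptate/d2 antibody pair, 320nm excitation, 665nm emission. Stimulus: a-CD3 beads, no co-stimulation. Cells: primary human leukocytes. Exposure: 48 hr with compound.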
Mito fusion act = mitochondrial division inhibition or fusion activation. Potency, µM (series often up to 46.1 µM), inactives show top-dose growth rescue (activation), most hits filed as activators. 320,000 compounds, 0.23% hits. S. cerevisiae fusion-defective mutant growth rescue, CellTiterGlo 48 h;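 also: potency is read from the fitted curve at half-maximal effect; % of control where 0% means no effect; nearly all actives have a fitted effect of over 45% in size; temperature-sensitive fusion mutants such as fzo1-1 at 37 °C on non-fermentable ethanol glycerol medium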
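S. cerevisiae fusion-defective temperature-sensitive mutants (e.g. fzo1-1, mgm1-5) grown 48 h at 37C in YPEG (ethanol/glycerol non-fermentable) medium with 23 nl compound per well; growth rescue read as CellTiterGlo luminescence.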
TSHR antagonist = antagonists of human thyroid stimulating hormone receptor; P16473; TSHR-expressing cells, TSH-stimulated cAMP HTRF, 2 h; active compounds read low; activity change, negative = inhibition, % at 11.5 µM; 330,000 compounds, 0.2% hits;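 active = activity change below a set negative limit, meaning inhibition stronger than a set level, cut at about -70% in these data; inconclusive = activity change between two set negative limits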; also: % is scaled to controls: 0 for no effect and ±100 for the full control effect
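Competitive HTRF cAMP read-out (cryptate anti-cAMP antibody, cAMP-d2; 30 min, room temperature) in freshly harvested TSHR cells. Compounds added before TSH at EC80 (4nM final), followed by 2 hours' incubation at 37 deg C.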
uPA surface inh = inhibitors of cell surface uPA generation. cell surface uPA generation assay, qHTS. Potency, µM (series often up to 38.3 µM), for inactives: top-dose activity change, negative = inhibition, most hits filed as inhibitors. 330,000 compounds, 0.31% hits. AID 540303; active = well fitted inhibition curve with a large enough effect; inconclusive = small, poorly fitted or top-dose-only effect; inactive = no such curve, though single readings can be large or run the other way; tested in mouse RAW 264.7 cells; also: potency is read from the fitted curve at half-maximal effect; % is scaled to controls: 0 for no effect and ±100 for the full control effect; nearly all actives have a fitted effect of over 55% in size
Tb PFK inh = inhibitors of T. brucei phosphofructokinase; Potency, µM (doses to about 57.5 µM), for the others: at the highest dose activity, negative = inhibition, hits mostly inhibitors; T. brucei PFK, ADP-Glo luminescence; 330,000 compounds, 0.17% hits; O15648;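 also: potency is read from the fitted curve at half-maximal effect; 0% = uninhibited 1x PFK enzyme wells and -100% = no-enzyme wells; nearly all actives have a fitted effect of over 60% in size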
Target sequence (O15648 whole entry, looked up): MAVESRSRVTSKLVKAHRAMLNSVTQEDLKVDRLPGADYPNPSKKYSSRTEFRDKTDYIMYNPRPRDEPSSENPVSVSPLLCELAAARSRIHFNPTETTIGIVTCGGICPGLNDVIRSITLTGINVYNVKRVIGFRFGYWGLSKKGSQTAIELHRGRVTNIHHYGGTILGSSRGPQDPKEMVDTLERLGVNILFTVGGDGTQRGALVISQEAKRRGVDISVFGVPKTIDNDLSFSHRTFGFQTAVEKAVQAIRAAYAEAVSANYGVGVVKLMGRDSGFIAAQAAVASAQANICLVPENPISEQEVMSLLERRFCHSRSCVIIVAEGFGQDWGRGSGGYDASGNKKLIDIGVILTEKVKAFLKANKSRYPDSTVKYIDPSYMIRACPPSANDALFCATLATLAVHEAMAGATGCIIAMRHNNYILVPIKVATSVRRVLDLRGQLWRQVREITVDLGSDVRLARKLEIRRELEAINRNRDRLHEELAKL
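Compounds were pin-transferred as a titration series up to 57 uM into substrate buffer (0.5 mM F6P, 0.1 mM ATP, pH 8.0), then 1.25 nM PFK was added and reactions ran 45 min before ADP-Glo detection.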
Chronic BCR inh = inhibitors of chronic active B-cell receptor signaling | 340,000 compounds, 0.05% hits | Potency, µM (highest dose often 46.1 µM), inactives show at the highest dose ratio change, negative = lower green/red ratio, most hits filed as inhibitors | ABC-DLBCL IkBa-CBG/CBR reporter, luminescence ratio, 4 h; active = well fitted inhibition curve with a large enough effect in the signal ratio, with a control signal flat, not every such curve was filed as active; inconclusive = small, poorly fitted or top-dose-only effect, or effect the other way, or a change in a side signal; the % refers to the signal ratio;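 also: potency is read from the fitted curve at half-maximal effect; plate controls were basal doxycycline-induced cells for no effect and cells given 10 µM MG132 for full effect; MG132 reads +100%, hits lower the ratio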
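Cell line TMD8 (human ABC DLBCL), stably expressing tet-inducible CBG68-IkBa fusion and CBR; IMDM/0.5% FBS; cpd up to 46 uM; dox induction, 4 h, 37C/5% CO2; dual luminescence; green/red ratio; MG132 control.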
ELG1 DNA repair = inhibitors of ELG1-dependent DNA repair in HEK293T cells | HEK293T ELG1-luciferase reporter, luminescence, 16 h; DNA damage induced by 5-fluorouridine | Potency, µM (series often up to 46.1 µM), for inactives: at the highest dose activity change, negative = inhibition, hits mostly inhibitors | 330,000 compounds, 2.3% hits; also: potency is read from the fitted curve at half-maximal effect; % is scaled to controls: 0 for no effect and ±100 for the full control effect; nearly all actives have a fitted effect of over 55% in size
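Luminescence from the luciferase reporter, measured 30 min after ONE-Glo reagent at room temperature, was the read-out. Beforehand, 2,000 cells per well were exposed for 16 hr at 37 °C to 5-fluorouridine together with compound or vehicle.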
B2AR arrestin = agonists driving beta-arrestin recruitment to human beta2-adrenergic receptor; beta-arrestin recruitment to beta2AR, cell-based reporter; Potency, µM (series often up to 46.1 µM), inactives show at the top dose activation, actives largely listed as activators; 330,000 compounds, 0.02% hits; AID 492947;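 also: potency is read from the fitted curve at half-maximal effect; 0% = DMSO controls and full agonism = EC100 isoproterenol or metaproterenol; nearly all actives have a fitted effect of over 65% in size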
* marks the source's active call; other numbers are inactive results; ? = inconclusive; / = no result given; [ ] = another dose, or the depositor's remark. Unless noted, calls follow the shape of the dose curve; as a rule, active = well fitted curve in the direction sought with a large enough effect; inconclusive = small, poorly fitted or top-dose-only effect, or another doubt; inactive = no such curve, though single readings can be large; an effect the other way counts as inactive or inconclusive.

The first two entries, ahead of the listing:
compound	USP2a inh	TSG101-PTAP inh	Eya2 inh	TCR activator	Mito fusion act	TSHR antagonist	uPA surface inh	Tb PFK inh	Chronic BCR inh	ELG1 DNA repair	B2AR arrestin
C[C@H]1C(=O)N(C)CCN1C(=O)c1ccccc1OC1CCN(S(C)(=O)=O)CC1	1%	-3%	5%	-1%	10%	-27	1%	1%	0%	-5%	-0.4%
C/C(=N\NC(=O)c1ccc(CN2CCOCC2)cc1)c1ccc([N+](=O)[O-])cc1	-2%	1%	2%	1%	4%	29	2%	0%	-8%	-16%	-1.3%

The listing, repeating the preview:
compound	USP2a inh	TSG101-PTAP inh	Eya2 inh	TCR activator	Mito fusion act	TSHR antagonist	uPA surface inh	Tb PFK inh	Chronic BCR inh	ELG1 DNA repair	B2AR arrestin
C[C@H]1C(=O)N(C)CCN1C(=O)c1ccccc1OC1CCN(S(C)(=O)=O)CC1	1%	-3%	5%	-1%	10%	-27	1%	1%	0%	-5%	-0.4%
C/C(=N\NC(=O)c1ccc(CN2CCOCC2)cc1)c1ccc([N+](=O)[O-])cc1	-2%	1%	2%	1%	4%	29	2%	0%	-8%	-16%	-1.3%
CCCn1c(SCC(=O)Nc2ccccc2C(=O)NC2CC2)n[nH]c1=O	1%	-3%	-3%	3%	2%	6	-17%	-1%	-1%	19%	-0.3%
Cc1ccc(C2C(C#N)=C(N)N(c3ncn[nH]3)C3=C2C(=O)CC(C)(C)C3)cc1 (stereo unspecified)	2%	-1%	5%	1%	-9%	6	1%	4%	7%	0%	-0.1%
COC(=O)c1cc(NC(=O)c2cc(C(C)(C)C)nn2Cc2cccc(C)c2)ccc1N1CCOCC1	1%	-5%	-15%	12%	3%	-2	-18%	-4%	8%	16µM*	0.0%
O=C(NC1CC2CCCC(C1)N2Cc1ccccc1)C1CCCCC1 (stereo unspecified)	3%	-5%	0%	-3%	5%	-17	4%	0%	?	6%	0.1%
Cc1ccc(SCC(=O)Nc2cccc(-c3nnc(-c4ccco4)o3)c2)cc1	1%	-3%	-20%	2%	?	-9	-6%	0%	-8%	?	0.4%
COc1cc(/C=N/N2C(C)CCCC2C)cc(Br)c1O (stereo unspecified)	10%	0%	16%	8%	8%	12	2%	5%	4%	?	-0.3%
COC(=O)CN1C(=S)N(c2ccc(OC)cc2)C(=O)/C1=C/c1ccc(N2CCOCC2)cc1	8%	?	-1%	-2%	-5%	-6	-20%	-3%	-9%	?	0.1%
CSC1=NCCN1C(=O)Cc1cccc2ccccc12	0%	3%	-29%	-1%	-1%	1	4%	-1%	0%	-6%	0.3%
Cc1cc(NC(=O)CSc2nc3ccccc3[nH]2)no1	2%	1%	12%	-1%	1%	13	2%	0%	?	-5%	-0.1%
CCC1CCCCN1C(=O)COc1cc(=O)n(C)c2ccccc12 (stereo unspecified)	-1%	-4%	16%	1%	0%	-1	1%	-3%	-2%	-2%	0.1%
CSC1=NC2C(N1)N(C)C(=O)N2C (stereo unspecified)	-2%	-6%	3%	1%	1%	10	1%	2%	-4%	-2%	-0.3%
O=C(Nc1cccnc1)c1ccccc1F	-2%	-8%	1%	-2%	-1%	1	1%	1%	-3%	0%	-1.0%
O=C(N/N=C\C=C\c1ccc2c(c1)OCO2)C1COc2cc3ccccc3cc2O1 (stereo unspecified)	-1%	-2%	13%	-3%	-12%	-2	5%	2%[0.46 µM]	0%	-1%	-0.7%
CCOC(=O)N1CCN(C(=O)c2cc(-n3cnnc3)ccc2Cl)CC1	3%	-2%	3%	-9%	3%	-5	4%	0%	2%	4%	-0.1%
CN(C)S(=O)(=O)c1ccc(C(=O)Nc2nnc(SCC(=O)NCC3CCCO3)s2)cc1 (stereo unspecified)	-2%	-3%	-3%	-1%	0%	10	7.9µM*	-5%	-8%	-1%	-1.0%
O=C(COC(=O)c1cncc(Br)c1)NCc1ccco1	-1%	52%[activator]	3%	-2%	2%	30	5%	?	12%	?	-0.8%
COC(=O)c1ccsc1NS(=O)(=O)c1ccccc1	2%	0%	4%	5%	1%	6	2%	-1%	1%	7%	0.5%
CCCN(C(=O)c1cccc(-n2cccc2)c1)c1c(N)n(Cc2ccccc2)c(=O)[nH]c1=O	-1%	0%	-12%	4%	2%	5	-2%	?	1%	-2%	-0.2%
COc1ccccc1-c1c(C(F)(F)F)oc2c(CN(C)C)c(O)ccc2c1=O	0%	-4%	-8%	7%	2%	3	6%	4%	-1%	-6%	-0.4%
COc1cccc(C(=O)OCC(=O)NC(C)CCc2ccccc2)c1O (stereo unspecified)	0%	-3%	-12%	1%	10%	5	-3%	-9%	-12%	0%	0.3%
CCOCCCNC(=O)c1cc(-c2cccnc2)nc2ccc(S(=O)(=O)N3CCC(C)CC3)cc12	1%	0%	3%	-8%	-2%	6	11%	0%	3%	17%	0.0%
CC(C)(C)c1cc(C(=O)NCCCn2ccnc2)cc(C(C)(C)C)c1	0%	-3%	-3%	-1%	-9%	13	6%	10%	1%	13%	-0.5%
CC(=O)Oc1ccc(C2OC(=O)c3ccccc3N2C(C)=O)cc1 (stereo unspecified)	5%	-7%	-15%	5%	-7%	-13	/	-6%	3%	?	3.1%
Cc1cc(C)n2nc(SC(C)C(=O)N3CCOCC3)nc2n1 (stereo unspecified)	1%	-1%	-1%	/	2%	-5	-3%	-1%	-9%	11%	0.2%
O=C(CCCOc1ccccc1)NNC(=O)c1ccc(Cl)cc1	8%	-3%	-23%	7%	/	/	-7%	-3%	0%	?	-0.9%
CCn1ccnc1CN(C)Cc1cn[nH]c1-c1ccc(F)cc1F	11%	-5%	4%	3%	3%	10	2%	5%	3%	?	-0.3%
CC(=O)Nc1cccc(C(=O)OCc2ccc([N+](=O)[O-])cc2)c1	1%	-6%	?	1%	3%	12	2%	-18%	-5%	-8%	-1.0%
O=C1CCC(C(=O)Nc2cccc(S(=O)(=O)N3CCOCC3)c2)N1 (stereo unspecified)	3%	0%	-11%	0%	2%	2	1%	2%	6%	8%	-0.6%
COc1cccc(C(=O)CSc2nnc(CNc3nc(-c4ccccc4)cs3)n2C)c1	4%	-3%	5%	-4%	8%	0	6%	-5%	1%	?	0.2%
S=c1[nH]c2cc(Cl)c3cccnc3c2o1	1%	-7%	2%	-1%	1%	2	-3%	13%	5%	-6%	0.9%

An excerpt from above, reduced to Chronic BCR inh.
smiles | Chronic BCR inh
CSC1=NCCN1C(=O)Cc1cccc2ccccc12 | 0%
Cc1cc(NC(=O)CSc2nc3ccccc3[nH]2)no1 | ?
CCC1CCCCN1C(=O)COc1cc(=O)n(C)c2ccccc12 (stereo unspecified) | -2%
CSC1=NC2C(N1)N(C)C(=O)N2C (stereo unspecified) | -4%

Taken from above:
O=C(CCCOc1ccccc1)NNC(=O)c1ccc(Cl)cc1 @ Tb PFK inh = -3%
S=c1[nH]c2cc(Cl)c3cccnc3c2o1 @ USP2a inh = 1%
CC(C)(C)c1cc(C(=O)NCCCn2ccnc2)cc(C(C)(C)C)c1 @ Eya2 inh = -3%
CCCN(C(=O)c1cccc(-n2cccc2)c1)c1c(N)n(Cc2ccccc2)c(=O)[nH]c1=O @ TSHR antagonist = 5
